Screening data: PubChem BioAssay, National Center for Advancing Translational Sciences (NCATS)
MBNL1 CUG block: inhibitors of human MBNL1 binding to CUG repeat RNA. Potency, µM (series often up to 57.5 µM), without a hit: at the top dose activity change, negative = inhibition, actives largely listed as inhibitors. 280,000 tested, 0.036% active. TR-FRET MBNL1-His/biotin-(CUG)12 binding, 665/545 ratio. Q9NR56; active = well fitted inhibition curve with a large enough effect in the signal ratio, with a control signal flat, not every such curve was filed as active; inconclusive = small, poorly fitted or top-dose-only effect, or effect the other way, or a change in a side signal; inactive = no such curve, though single readings can be large or run the other way; the % refers to the signal ratio; also: potency is read from the fitted curve at half-maximal effect; % is scaled to controls: 0 for no effect and ±100 for the full control effect
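MBNL1-His + Biotin-(CUG)12, cpd titration 92 nM–58 uM; Tb anti-His Ab 0.055 ng/ul, SA-XL665 5 nM (final); 60 min RT; ratiometric 665/545 nm, Ex 340 nm; normalized to buffer and full-complex controls.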
KCNH2 3.1 block: KCNH2 3.1 (human) potassium channel inhibition; U2OS KCNH2 3.1, thallium flux FluxOr; hits give low values; activity change, % (tested at about 1.8 µM); 340,000 tested, 0.95% active; AID 720553;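 active = maximum activity change below -70%; inconclusive = maximum activity change from -70% to -50%; inactive = maximum activity change above -50%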;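 also: thallium influx rate constant from kinetic fluorescence after stimulation buffer; % is scaled to controls: 0 for no effect and ±100 for the full control effect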
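Kinetic fluorescence (2 min after stimulation buffer) measures Tl+ influx through KCNH2 3.1 expressed by viral transduction in U2OS cells; the rate constant is normalized against DMSO controls serving as positive and negative references.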
CXXC DNA block: blocks binding of human MLL CXXC domain to DNA. Q03164. MLL-CXXC / FITC-HOXA9 DNA fluorescence polarization. Potency, µM (series often up to 115 µM), for the others: top-dose activity change, negative = inhibition, actives largely listed as inhibitors. 290,000 tested, 0.037% active; active = well fitted inhibition curve with a large enough effect in the polarisation, with a control signal flat, not every such curve was filed as active; inconclusive = small, poorly fitted or top-dose-only effect, or effect the other way, or a change in a side signal; inactive = no such curve, though single readings can be large or run the other way; the % refers to the polarisation; also: potency is read from the fitted curve at half-maximal effect
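Steps: dispense CXXC domain solution (7 uM) → pin compounds or unlabeled HOX-A9 DNA control → 5 min ambient → add FLSN-HOX-A9 solution (50 nM) → spin → 30 min ambient → fluorescence polarization. Tris pH 7.5/NaCl/DTT/BSA buffer.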
Coupling enz: counter-screen for Giardia aldolase inhibitors: coupling enzyme system | coupling enzyme system counterscreen, AmpLite Red fluorescence | activity change, negative = inhibition, % at 58.2 µM, hits read low | 290,000 tested, 0.67% active | AID 2472; in the data active = activity change below about -30%; also: % is scaled to controls: 0 for no effect and ±100 for the full control effect
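Activity here indicates interference with the coupling reaction, not aldolase inhibition. Compounds at 57.5 uM final met coupling enzymes for 10 min at RT; substrate and AmpLite Red detection followed, with a 525/598 nm fluorescence read after 20 min.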
AT treatment: potential ataxia-telangiectasia treatments restoring KAP-1 phosphorylation; […] A-T fibroblasts, KAP-1 phosphorylation AlphaLISA; neocarzinostatin DNA damage 30 min before lysis; Potency, µM (titrated, usually from 57.5 µM), inactives show at the highest dose activation, actives largely listed as activators; 320,000 tested, 0.19% active; AID 485349; also: potency is read from the fitted curve at half-maximal effect; % of control where 0% means no effect; nearly all actives have a fitted effect of over 45% in size
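ATM-like activity read as KAP-1 phosphorylation via AlphaLISA donor/acceptor antibody pairs after lysis and 6 hr at 25C. Cells were ATM-null patient fibroblasts ([…], hTERT), dosed 60 min, then exposed to the DSB inducer NCS for 30 min.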
S-ASM inh: human S-ASM enzyme inhibition; P17405; placental ASM, HMU-PC fluorogenic substrate, 60 min; Potency, µM (highest dose often 57.5 µM), for inactives: at the highest dose activity change, negative = inhibition, hits mostly inhibitors; 340,000 tested, 0.006% active; also: potency is read from the fitted curve at half-maximal effect
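Human placenta-derived ASM preincubated with compound 10 min at room temperature, then reacted with 9 uM (final) fluorogenic HMU-PC substrate for 60 min at 37 C. Stop solution raises pH to 10; fluorescence read at Ex 386/Em 447 nm.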
TRPV1 ag: activates the human vanilloid receptor TRPV1; Q8NER1; TRPV1-expressing cells, Fluo-8 calcium influx, agonist mode; activation, % at 8.33 µM; 320,000 tested, 0.19% active; in the data active = activation above about 80%; inconclusive = between about 30% and that limit; also: 0% is about no effect
Target sequence (Q8NER1 whole entry, looked up): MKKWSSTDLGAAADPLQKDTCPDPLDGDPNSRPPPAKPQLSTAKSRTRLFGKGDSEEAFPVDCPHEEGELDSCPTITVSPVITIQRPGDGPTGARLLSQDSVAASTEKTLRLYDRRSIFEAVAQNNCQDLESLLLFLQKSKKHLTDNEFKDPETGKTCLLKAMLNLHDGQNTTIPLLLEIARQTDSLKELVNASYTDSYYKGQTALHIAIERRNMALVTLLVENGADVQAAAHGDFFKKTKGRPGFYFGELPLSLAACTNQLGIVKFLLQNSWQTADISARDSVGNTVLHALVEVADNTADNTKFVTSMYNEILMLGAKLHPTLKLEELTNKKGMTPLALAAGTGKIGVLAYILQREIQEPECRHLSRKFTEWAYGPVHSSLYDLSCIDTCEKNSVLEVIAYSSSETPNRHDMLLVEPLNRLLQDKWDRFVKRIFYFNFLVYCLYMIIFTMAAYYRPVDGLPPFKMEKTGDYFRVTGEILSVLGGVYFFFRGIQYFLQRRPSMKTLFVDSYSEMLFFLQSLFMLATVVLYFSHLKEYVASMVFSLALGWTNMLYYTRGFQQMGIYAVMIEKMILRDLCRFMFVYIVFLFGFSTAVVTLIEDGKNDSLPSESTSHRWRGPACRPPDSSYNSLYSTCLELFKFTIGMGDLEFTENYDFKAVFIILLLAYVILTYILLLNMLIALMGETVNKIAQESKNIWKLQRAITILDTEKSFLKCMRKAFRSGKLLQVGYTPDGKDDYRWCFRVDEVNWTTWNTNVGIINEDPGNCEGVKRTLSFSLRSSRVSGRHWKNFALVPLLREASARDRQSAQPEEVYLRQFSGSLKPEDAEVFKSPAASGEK
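Fluo-8 calcium influx in TRPV1-expressing cells, kinetic read (ex 480/em 520 nm). Compound added and read 3 min for agonist activity, followed by capsaicin at EC20 final and 2 min further read for enhancement.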
Integrin act MD: integrin-mediated muscular dystrophy alleviation activation. 350,000 tested, 0.064% active. Potency, µM (doses to about 38.3 µM), for the others: at the highest dose activation, usual class: activators. alpha7betagal myoblasts, beta-gal FDG fluorescence, 48 h;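 also: potency is read from the fitted curve at half-maximal effect; 100% = response of the positive control SU9516; nearly all actives have a fitted effect of over 60% in size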
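alpha7betagal+/- myoblasts (passage 13, 250/well) treated 48 h at 37C with compounds at 1:260 dilution of DMSO stock. Lysed, then beta-galactosidase activity read as FDG fluorescence (ex 480/em 540) after 30 min, with pre-read for autofluorescence.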
hERG WT inh: blocks the wildtype human KCNH2 potassium channel; Q12809; U2OS, BacMam KCNH2, thallium flux FluxOr; hits give low values; activity change, % at 1.84 µM; 340,000 tested, 0.37% active;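 active = maximum activity change below -70%; inconclusive = maximum activity change between -70% and -50%; inactive = maximum activity change above -50%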; also: % is scaled to controls: 0 for no effect and ±100 for the full control effect
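U2OS cells transduced with wild-type KCNH2 virus are loaded with FluxOr dye for 45 min, and thallium flux is measured in kinetic reads before and after stimulation buffer. Rate constants are normalized to DMSO controls.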
GALK inh: galactokinase (human) inhibition; Potency, µM (highest dose often 57.5 µM), for the others: at the highest dose activity change, negative = inhibition, usual class: inhibitors; P51570; 270,000 tested, 0.007% active; Purified GALK, Kinase-Glo residual ATP luminescence; also: potency is read from the fitted curve at half-maximal effect; % is scaled to controls: 0 for no effect and ±100 for the full control effect
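5 nM enzyme, 35 uM ATP, 100 uM galactose, 20 mM HEPES pH8.0, 5 mM MgCl2; 1 h RT; residual ATP by Kinase-Glo Plus luminescence, qHTS format.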
Starred values were filed as active, the others as inactive; i = inactive; u = inconclusive; x = not tested or not shown; [ ] = remark or other dose. Unless noted, calls follow the shape of the dose curve; as a rule, active = well fitted curve in the direction sought with a large enough effect; inconclusive = small, poorly fitted or top-dose-only effect, or another doubt; inactive = no such curve, though single readings can be large; an effect the other way counts as inactive or inconclusive.

no. | structure | MBNL1 CUG block | KCNH2 3.1 block | CXXC DNA block | Coupling enz | AT treatment | S-ASM inh | TRPV1 ag | Integrin act MD | hERG WT inh | GALK inh
1 | Cc1ccnc(NC(=O)c2ccccc2NC(=O)c2ccc(Cl)cc2Cl)c1 | u | 2 | -8% | 1 | 5% | -2% | 15 | -41% | 7 | 0%
2 | CC(NC(=O)c1ccccc1)C(=O)Nc1ccccc1 (configuration not stated) | x | 14 | x | x | x | -1% | x | -1% | 8 | x
3 | CCOCCc1nnc(NC(=O)C(CC)c2ccccc2)s1 (configuration not stated) | -3% | 10 | 1% | 3 | -4% | 1% | 2 | 13% | 23 | 0%
4 | CCN(CC)c1ccc(NC(=O)c2ccc3c(c2)c(C)c(C)n3C)cc1 | 2% | 9 | 10% | 0 | -7% | -2% | -3 | -46%[inhibitor] | -3 | -1%
5 | COC(=O)Cc1csc(NC(=O)c2ccc3ncsc3c2)n1 | x | -12 | x | x | 1% | 7% | 16 | -1% | 26 | x
6 | CCN(CC)c1nc(=S)nc(NC(C)(C)C)[nH]1 | -2% | -3 | -3% | 0 | -6% | -1% | 0 | -19% | -7 | 4%
7 | O=C(CSc1cccc[n+]1[O-])Nc1ccc(C(F)(F)F)cc1[N+](=O)[O-] | u | -9 | -1% | 0 | -12% | 3% | -2 | 0% | -4 | -2%
8 | CCc1cc(C(=O)c2ccccc2OC)c(N)s1 | 14% | 11 | 11% | -4 | 9% | -2% | 4 | -13% | -22 | 5%
9 | COc1ccc2c(COC(=O)c3ccc(C)c(S(=O)(=O)N4CCOCC4)c3)cc(=O)oc2c1 | x | 0 | x | x | x | -2% | x | 30% | -1 | x
10 | CC(=O)n1cc([C@H]2C=C(C(=O)N3CCN(Cc4ccccc4)CC3)O[C@@H](OCc3ccc(CO)cc3)C2)c2ccccc21 | 15% | -8 | -15% | -12 | 6% | -6% | 0 | -1% | 3 | -2%
11 | COC(=O)c1ccc(C)c(NC(=O)CN(c2ccccc2)S(=O)(=O)N(C)C)c1 | 0% | -4 | 3% | -1 | -2% | 1% | 4 | 1% | -6 | 0%
12 | COc1cccc(-c2ccc3nnc(SCC(=O)Nc4ccc(NC(C)=O)cc4)n3n2)c1 | x | -19 | x | x | 0% | 0% | 4 | 8% | -1 | x
13 | CCOC(=O)N1CCC(N(CCN(C)C)C(=S)Nc2ccccc2C)CC1 | -1% | 13 | u | -1 | 2% | 10% | -1 | -17% | -6 | 1%
14 | CN(c1cccc(NC(=O)CN(c2ccc(C34CC5CC(CC(C5)C3)C4)cc2)S(C)(=O)=O)c1)S(C)(=O)=O | -14% | -18 | -3% | -3 | 3% | -22% | -1 | -62%[inhibitor] | -6 | -2%
15 | O=C(Cn1c(NCCO)nc2ccccc21)NCC(F)(F)F | -5% | 16 | -6% | 0 | -3% | -1% | -8 | -2% | 0 | -3%
16 | O=C(c1ccco1)N1CCN(S(=O)(=O)c2ccc(S(=O)(=O)NC3CCCC3)cc2)CC1 | -1% | 3 | 1% | 9 | 18% | 0% | -4 | 11% | 1 | -3%
17 | O=C(COc1ccc([N+](=O)[O-])cc1)NN=C1CCCC1 | u | -3 | -4% | 3 | 2% | 2% | x | -5% | -1 | -6%
18 | CCOc1cc(C=C(C(=O)OC)C(=O)OC)ccc1OCc1ccc([N+](=O)[O-])cc1 | 22% | -27 | -8% | 0 | 11% | -3% | -1 | -68%[inhibitor] | 11 | -3%
19 | Cc1ccc2cc3c(nc2c1)N(c1ccccc1)CC3 | 2% | -2 | -11% | -6 | 5% | x | -3 | -12% | -1 | -2%
20 | COc1ccc([N+](=O)[O-])cc1NS(=O)(=O)c1ccc(C(=O)N2CCCC2)cc1 | x | 9 | x | x | -6% | 3% | 0 | -6% | 3 | x
21 | O=C(C1=C(O)C(=O)N(CCN2CCOCC2)C1c1ccc([N+](=O)[O-])cc1)c1cc2ccccc2o1 (configuration not stated) | 16% | 2 | 1% | x | 7% | -2% | -1 | -20% | 23 | 1%
22 | CCc1nc2sc3c(c2c(=O)o1)CCCC3 | -11% | 10 | 1% | -7 | -3% | 7% | 1 | 19% | 3 | -5%
23 | O=C(NC1CC2CCCC(C1)N2Cc1ccc(F)cc1)c1ccc(F)cc1 (configuration not stated) | 4% | -26 | 3% | -2 | 1% | 0% | u | 42% | 2 | -1%
24 | S=C(Nc1ccccc1)N(Cc1ccccc1)Cc1ccncc1 | -1% | 3 | -2% | 2 | 3% | -1% | 2 | -30% | -7 | 1%
25 | CC(=O)Nc1c(C(=O)N2CCCCCC2)cnn1-c1ccccc1Cl | -11% | 10 | 23% | 0 | -2% | 5% | 0 | 4% | -2 | -3%
26 | CC(/C=C/c1ccccc1)=N/NC(=O)c1cccc(Br)c1 | 12% | 52 | 95%[activator] | 0 | 16% | -10% | 2 | -45% | 3 | -6%
27 | CCOc1ccc(OCC)c(S(=O)(=O)NCc2ccc3c(c2)OCO3)c1 | -5% | 4 | -5% | 1 | 2% | 4% | 10 | -3% | -8 | 1%
28 | O=C(NCC(c1cccs1)N1CCOCC1)c1cn(-c2ccccc2)nc1-c1ccc(F)cc1 (configuration not stated) | x | -20 | x | x | 5% | -2% | 18 | 8% | -3 | x
29 | CCCCNc1c(N2CCN(C(=O)OCC)CC2)c(=O)c1=O | 7% | 1 | -7% | -1 | 9% | -2% | 0 | -32% | 13 | -3%
30 | NC(=O)c1ccccc1OCC(=O)N1CCC(Cc2ccccc2)CC1 | x | 14 | x | x | 4% | -1% | u | -8% | 0 | x
31 | COc1cc(NC(=O)C2CCN(c3cnccn3)CC2)cc(OC)c1OC | 4% | 15 | 25% | x | 18% | 28% | -3 | -2% | -1 | -5%
32 | C/C(=N\NC(=O)Cc1cccn1C)c1cccs1 | 14% | -1 | 9% | 0 | 1% | 4% | -2 | 12% | -20 | 2%
33 | CCCC(=O)Nc1cccc(-c2nc3ccccc3c(=O)o2)c1 | -21% | -21 | -13% | 0 | -2% | 322%[activator] | 4 | -14% | i | 0%
34 | O=C(Nc1nc(SCc2ccc(F)cc2)ns1)c1ccco1 | 9% | 13 | 2% | 5 | 0% | -12% | 5 | -11% | 2 | 0%
35 | O=C(Nc1ccccc1-c1ccccc1)c1ccc(=O)[nH]n1 | 0% | -6 | 3% | 0 | 16% | -1% | 9 | 21% | 14 | -3%
36 | O=S(=O)(Nc1nc2ccccc2nc1NCc1ccco1)c1ccccc1 | 3% | 9 | 0% | 4 | 0% | 11% | 0 | -5% | -9 | 0%
37 | Cc1ccc(NC(=O)c2ccccc2OCc2ccc([N+](=O)[O-])cc2)nc1 | 6% | -7 | 16% | 1 | -1% | 0% | 0 | 9% | 6 | 1%
38 | CCN(CC)c1ccc(C2C(C(=O)OCCOC)=C(C)NC3=C2C(=O)CCC3)cc1 (configuration not stated) | 5% | 1 | -7% | 2 | -2% | 4% | -4 | 4% | -2 | -2%
39 | COc1ccc(Cc2nc3ccc(C(=O)N4CCCCC4CCO)cc3o2)cc1 (configuration not stated) | 7% | 17 | -4% | 0 | 2% | 0% | 1 | -25% | 2 | 3%
40 | CC(c1ccccc1)c1nnc(NC(=O)c2ccc3c(c2)OCO3)s1 (configuration not stated) | 7% | -19 | -9% | -5 | -1% | 0% | -3 | -37% | -6 | 1%
41 | O=C(NC(=S)N1CCc2ccccc21)c1ccccc1Cl | -3% | -9 | -2% | 1 | -1% | 5% | 0 | -6% | -41 | 0%
42 | CCN(CC(=O)NC)S(=O)(=O)c1ccc(C)cc1 | -8% | -5 | -3% | 0 | -1% | 8% | 1 | 17% | -8 | -4%
43 | CS(=O)(=O)N(CCCC(=O)N1CCCCCC1)c1cccc(Cl)c1 | -1% | -21 | -6% | 0 | -7% | 0% | 3 | u | 9 | 0%
44 | CCSc1ncc(C#N)c(N)n1 | 1% | 8 | 11% | 0 | -1% | 1% | -1 | -6% | 5 | -1%
45 | CCc1nnc(NC(=O)CSc2nnc(Cc3ccccc3)n2Cc2ccccc2)s1 | -7% | -36 | -7% | 12 | 4% | 1% | 3 | -13% | -4 | -2%
46 | COCCCN=Cc1c(C)[nH]n(-c2ccc(Br)c(C)c2)c1=O | -2% | 4 | 4% | -6 | 15% | -2% | -6 | 6% | -7 | 1%
47 | Oc1ccc(Cl)cc1C=Nc1ccc2c3c(cccc13)CC2 | x | -2 | 5% | -8 | 1% | 11% | 0 | -17% | 8 | 1%
48 | Cc1onc(-c2ccccc2)c1C(=O)O/N=C(\N)c1ccc([N+](=O)[O-])o1 | u | 24 | -2% | 3 | 11% | 0% | 5 | -66%[inhibitor] | 3 | 1%
49 | O=C(/C=C/c1ccccc1)N/C(=C/c1ccccc1)C(=O)Nc1ccc(C(=O)O)cc1 | u | 7 | -13% | 8 | -2% | -2% | -1 | -7% | -24 | -2%
50 | N#Cc1ccc(C(=O)NN2C(=O)NC3(CCCCC3)C2=O)cc1 | x | 5 | x | x | 13% | 2% | 0 | -2% | -8 | x
